Bioassay records deposited in PubChem BioAssay by National Center for Advancing Translational Sciences (NCATS).
Menin MLL FP TR = menin-MLL binding inhibition, Texas Red mutant peptide; Menin + Texas Red MLL mutant peptide, fluorescence polarization; O00255; AID 1768; hit rate 0.23% among 270,000; Potency, µM (top dose mostly 61.6 µM), for the others: at the highest dose FP activity change, negative = inhibition, usual class: inhibitors; active = well fitted inhibition curve with a large enough effect in the polarisation, with a control signal flat, not every such curve was filed as active; inconclusive = small, poorly fitted or top-dose-only effect, or effect the other way, or a change in a side signal; inactive = no such curve, though single readings can be large or run the other way; the % refers to the polarisation; note: potency is the fitted concentration of half-maximal effect; % of control where 0% means no effect; many of its hits are not listed in these tables
Target sequence (O00255 whole entry, looked up): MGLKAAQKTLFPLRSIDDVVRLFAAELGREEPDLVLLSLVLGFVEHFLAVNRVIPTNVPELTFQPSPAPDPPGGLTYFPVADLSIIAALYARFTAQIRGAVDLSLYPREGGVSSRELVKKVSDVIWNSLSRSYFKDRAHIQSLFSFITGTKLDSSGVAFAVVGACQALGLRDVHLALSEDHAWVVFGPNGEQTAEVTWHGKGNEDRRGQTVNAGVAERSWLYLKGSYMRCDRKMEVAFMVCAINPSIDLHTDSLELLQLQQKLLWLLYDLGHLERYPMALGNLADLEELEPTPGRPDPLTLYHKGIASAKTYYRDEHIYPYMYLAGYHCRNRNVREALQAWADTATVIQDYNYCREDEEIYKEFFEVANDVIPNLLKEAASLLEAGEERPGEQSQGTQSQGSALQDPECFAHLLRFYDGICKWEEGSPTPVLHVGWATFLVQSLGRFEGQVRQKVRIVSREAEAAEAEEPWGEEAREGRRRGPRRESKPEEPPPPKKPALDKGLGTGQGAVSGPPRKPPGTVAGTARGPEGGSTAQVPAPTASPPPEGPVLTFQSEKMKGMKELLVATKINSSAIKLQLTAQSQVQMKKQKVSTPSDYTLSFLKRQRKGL
MBNL1-CUG inh = blocks human MBNL1 binding to CUG repeat RNA. Q9NR56. TR-FRET MBNL1-His/biotin-(CUG)12 binding, 665/545 ratio. Potency, µM (highest dose often 57.5 µM), without a hit: top-dose activity change, negative = inhibition, usual class: inhibitors. hit rate 0.036% among 280,000. AID 2675; active = well fitted inhibition curve with a large enough effect in the signal ratio, with a control signal flat, not every such curve was filed as active; inconclusive = small, poorly fitted or top-dose-only effect, or effect the other way, or a change in a side signal; inactive = no such curve, though single readings can be large or run the other way; the % refers to the signal ratio; note: potency is the fitted concentration of half-maximal effect; % is set by controls: 0 for no effect and ±100 for the full control effect
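TR-FRET between His-tagged MBNL1 and biotin-(CUG)12 RNA, detected with Tb anti-His antibody (0.055 ng/ul) and streptavidin-XL665 (5 nM), 60 min at room temperature. Compounds titrated 92 nM to 58 uM; 665/545 nm ratio normalized to buffer and complex controls.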
NPC1 prom act = activates the NPC1 promoter | Potency, µM (highest dose often 9.22 µM), without a hit: top-dose activation, hits mostly activators | AID 485313 | hit rate 2.4% among 320,000 | Huh7 NPC1 promoter luciferase reporter, 24 h;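 note: potency is the fitted concentration of half-maximal effect; % of control where 0% means no effect; nearly all actives have a fitted effect of over 60% in size; reporter is driven by a mutant NPC1 promoter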
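In 1536-well qHTS, Huh7 cells harboring an NPC1 promoter–luciferase construct received compound for 24 h; activation was quantified by luminescence following luciferase reagent addition.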
ELG1 DNA repair = inhibitors of ELG1-dependent DNA repair in HEK293T cells. hit rate 2.3% among 330,000. Potency, µM (top dose mostly 46.1 µM), without a hit: top-dose activity change, negative = inhibition, actives largely listed as inhibitors. HEK293T ELG1-luciferase reporter, luminescence, 16 h; DNA damage induced by 5-fluorouridine; note: potency is the fitted concentration of half-maximal effect; % is set by controls: 0 for no effect and ±100 for the full control effect; nearly all actives have a fitted effect of over 55% in size
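HEK293T cells expressing luciferase-tagged ELG1 (2,000/well) received 5-Fluorouridine plus compound or DMSO for 16 hr at 37 °C. Luciferase was read by ONE-Glo luminescence after 30 min at room temperature.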
Mito fusion yeast = mitochondrial division inhibition or fusion activation. hit rate 0.23% among 320,000. Potency, µM (series often up to 46.1 µM), for inactives: at the top dose growth rescue (activation), actives largely listed as activators. S. cerevisiae fusion-defective mutant growth rescue, CellTiterGlo 48 h;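 note: potency is the fitted concentration of half-maximal effect; % of control where 0% means no effect; nearly all actives have a fitted effect of over 45% in size; temperature-sensitive fusion mutants such as fzo1-1 at 37 °C on non-fermentable ethanol glycerol medium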
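S. cerevisiae fusion-defective temperature-sensitive mutants (e.g. fzo1-1, mgm1-5) grown 48 h at 37C in YPEG (ethanol/glycerol non-fermentable) medium with 23 nl compound per well; growth rescue read as CellTiterGlo luminescence.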
FLuc modulator = counter-screen for miR-21 project: firefly luciferase inhibitors or activators. Potency, µM (series often up to 57.5 µM), inactives show at the top dose activity change, negative = inhibition, usual class: inhibitors. purified FLuc, Km substrates, luminescence inhibition. hit rate 6.9% among 360,000. AID 588342. P08659;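 note: potency is the fitted concentration of half-maximal effect; plate controls were vehicle for no effect and reference inhibitor for full effect; nearly all actives have a fitted effect of over 55% in size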
Target sequence (P08659 whole entry, looked up): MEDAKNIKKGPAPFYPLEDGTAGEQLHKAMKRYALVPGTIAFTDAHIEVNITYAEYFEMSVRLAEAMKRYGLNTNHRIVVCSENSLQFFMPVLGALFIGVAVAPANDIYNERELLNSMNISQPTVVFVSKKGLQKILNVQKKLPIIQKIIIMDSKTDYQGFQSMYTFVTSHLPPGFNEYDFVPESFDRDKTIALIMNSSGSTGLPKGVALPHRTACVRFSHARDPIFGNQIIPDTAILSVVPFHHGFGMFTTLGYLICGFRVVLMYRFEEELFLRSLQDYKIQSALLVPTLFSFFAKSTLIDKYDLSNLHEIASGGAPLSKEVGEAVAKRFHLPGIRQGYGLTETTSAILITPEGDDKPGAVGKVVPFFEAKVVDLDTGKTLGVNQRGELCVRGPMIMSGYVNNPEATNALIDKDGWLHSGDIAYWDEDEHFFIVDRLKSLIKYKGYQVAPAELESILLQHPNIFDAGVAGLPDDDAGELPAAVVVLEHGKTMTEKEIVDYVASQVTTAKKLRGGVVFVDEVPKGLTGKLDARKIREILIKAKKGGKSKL
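Purified P. pyralis luciferase (10nM final) with 10uM D-luciferin and 10uM ATP (Km levels) in 50mM Tris acetate pH 7.5, 10mM Mg acetate, 0.01% Tween-20, 0.05% BSA; qHTS 6-point titration, ~60 µM downward; luminescence read.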
PKM2 act = activators of human pyruvate kinase M2. Potency, µM (highest dose often 57.5 µM), for the others: top-dose activation, most hits filed as activators. hit rate 0.34% among 260,000. AID 1631. P14618. purified PKM2, Kinase-Glo ATP luminescence, activation; response scale: 0% is enzyme alone, no compound; note: potency is the fitted concentration of half-maximal effect; % is set by controls: 0 for no effect and ±100 for the full control effect; nearly all actives have a fitted effect of over 55% in size
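Purified hPK-M2 (>95%) run at intermediate activity with 0.1 mM ADP and 0.5 mM PEP in 50 mM imidazole pH 7.2, KCl, MgCl2; 1 h room temperature. ATP formed read by Kinase-Glo luminescence; normalized to uninhibited and no-enzyme controls.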
RORg inh = ROR gamma (mouse) transcription inhibition; P51450; hit rate 5.4% among 310,000; Drosophila S2 Gal4-RORgamma UAS-luciferase reporter, 20 h; Potency, µM (doses to about 53.6 µM), for inactives: top-dose activity change, negative = inhibition, actives largely listed as inhibitors; note: potency is the fitted concentration of half-maximal effect; % is set by controls: 0 for no effect and ±100 for the full control effect; nearly all actives have a fitted effect of over 60% in size
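Using a luciferase readout, inhibitors were identified by reduced reporter activity in Drosophila cells coexpressing a copper-inducible Gal4–ROR gamma fusion and UAS-driven Photinus luciferase, incubated 20 hr after 700 uM copper sulfate.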
Rab9 promoter act = activates the Rab9 promoter. Huh7 Rab9 promoter-luciferase reporter, luminescence, 24 h. Potency, µM (highest dose often 9.22 µM), for inactives: at the highest dose activation, negative = inhibition, most hits filed as activators. hit rate 2.8% among 320,000. AID 485297; note: potency is the fitted concentration of half-maximal effect; % of control where 0% means no effect; nearly all actives have a fitted effect of over 60% in size
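Using Huh7 cells stably transfected with Rab9 promoter–luciferase, compounds were incubated 24 h at 37 °C, 5% CO2; luciferase luminescence was read 10 min after reagent addition.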
KCNH2 3.1 block = inhibitors of human KCNH2 3.1 potassium channel isoform. activity change, % (tested at about 1.8 µM). hit rate 0.95% among 340,000. AID 720553. U2OS KCNH2 3.1, thallium flux FluxOr; hits give low values;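 active = maximum activity change below -70%; inconclusive = maximum activity change from -70% to -50%; inactive = maximum activity change above -50%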;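 note: thallium influx rate constant from kinetic fluorescence after stimulation buffer; % is set by controls: 0 for no effect and ±100 for the full control effect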
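Measured as rate of thallium-driven FluxOr signal in transduced U2OS cells carrying the 3.1 channel, read kinetically for 2 min upon stimulation; values are rate constants scaled to DMSO control wells.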
Gal4-VP16 FLuc = Gal4-VP16 reporter inhibition counter-screen; Drosophila S2 Gal4-VP16 UAS-luciferase, luminescence, 20 h; Potency, µM (highest dose often 53.6 µM), inactives show top-dose activity, negative = inhibition, hits mostly inhibitors; hit rate 3.5% among 310,000;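 note: Gal4-VP16 expression switched on by copper sulfate through the metallothionein promoter; potency is the fitted concentration of half-maximal effect; % is set by controls: 0 for no effect and ±100 for the full control effect; nearly all actives have a fitted effect of over 50% in size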
* = called active by the depositor; ? = inconclusive; nt = no result given; [ ] = dose if it differs, or a comment. Unless noted, calls come from the whole dose curve; as a rule, active = well fitted curve in the direction sought with a large enough effect; inconclusive = small, poorly fitted or top-dose-only effect, or another doubt; inactive = no such curve, though single readings can be large; an effect the other way counts as inactive or inconclusive.

SMILES	Menin MLL FP TR	MBNL1-CUG inh	NPC1 prom act	ELG1 DNA repair	Mito fusion yeast	FLuc modulator	PKM2 act	RORg inh	Rab9 promoter act	KCNH2 3.1 block	Gal4-VP16 FLuc
Cc1ccc(-c2nnc(SC(C)C#N)n2N)cc1 (centres undefined)	-7%	13%	0%	24%	-4%	2%	25%	20%	-2%	16	13%
CCOC(=O)C[N+]1(C)CCN(C(C)=O)CC1	5%	-7%	-5%	-17%	-2%	-1%	4%	-2%	-5%	-2	-3%
Fc1cccc(Cl)c1CSc1ccc(-c2ccco2)nn1	?	21%	?	?	-5%	13µM*	16%	31%	2.5µM*	10	?
CC(C)(C)C1=NN(C(=O)c2ccccc2)C(O)(C(C)(C)C)C1 (centres undefined)	?	4%	0%	11%	-1%	2%	7%	7%	-8%	-3	2%
CC(CC1CC(C)(C)OC1=O)C(=O)Nc1nncs1 (centres undefined)	-3%	7%	0%	1%	-1%	-1%	-9%	-3%	12%	13	1%
Cc1cc(C)n(-c2nc(C)nc3c2cnn3-c2ccccc2)n1	5%	5%	8%	-4%	-3%	-2%	-11%	-37%	-3%	2	-9%
O=C(CSc1n[nH]c(-c2ccco2)n1)Nc1ccccc1	nt	nt	2%	13%	10%	-7%	nt	nt	-1%	8	nt
COc1cc2c(cc1OC)C1O[C@](CCCCN3C(=O)c4ccccc4C3=O)(C2)Oc2cc(C)n(Cc3ccccc3)c(=O)c21	33%[activator][11.7 µM]	1%[11.5 µM]	2%[1.84 µM]	nt	0%[9.22 µM]	1%[11.5 µM]	0%[11.5 µM]	-23%[10 µM]	-10%[1.84 µM]	nt	?
Cc1cc(C)n(C(=O)CNC(=O)c2ccc(Cl)cc2Cl)n1	12%	-5%	2%	-3%	-11%	6.7µM*	-13%	24%	1%	5	19%
O=C(O)c1cnn2c(C(F)F)cc(C3CC3)nc12	1%	-17%	0%	0%	1%	1%	5%	-14%	-1%	7	-14%
Cc1ccc(C)c(N2CCN(C(=O)c3ccc(N4CCCC4=O)cc3)CC2)c1	?	-2%	-4%	?	-4%	1%	8%	-31%	8%	-4	-8%
Cc1cc(NC(=O)c2cc(Cl)ccc2Cl)no1	1%	4%	2%	8%	5%	-2%	-6%	-20%[10 µM]	-1%	7	-1%
c1ccc2c(c1)OCC(CNCC1COc3ccccc3O1)O2 (centres undefined)	-8%	2%	-1%	-7%	22%	-3%	5%	14%	-3%	1	18%
Cc1ccc(CC2C(=O)N(c3ncccn3)C(=O)C2C)cc1 (centres undefined)	0%	3%	-2%	0%	-1%	2%	-13%	3%	-1%	10	-1%
Cc1ccccc1C1NC(=S)NC2=C1C(=O)CCC2 (centres undefined)	1%	1%	-4%	2%	1%	1%	3%	-20%	-12%	30	-17%
CCC(=O)Nc1ccc(C(=O)Cn2ncc(Cl)c(Cl)c2=O)cc1	nt	?	-26%	?	-13%	-14%	-3%	-39%	-55%[inhibitor]	8	-11%
Cc1ccccc1OCC(=O)N/N=C/c1ccncc1	-3%	?	8%	-5%	6%	-7%	-22%	7%	-5%	-6	?
CCCNC(=O)c1c(N)n(-c2ccc(S(N)(=O)=O)cc2)c2nc3ccccc3nc12	0%	25%	-6%	6%	2%	3%	-10%	13µM*	-14%	6	?
COc1ccccc1NC(=O)C1=C(C)NC(=O)NC1c1ccc(C)cc1 (centres undefined)	-19%	1%	0%	-5%	2%	-1%	-1%	-23%	-5%	1	0%
Cn1nc(C(=O)NNC(=O)COc2ccccc2)c2ccccc2c1=O	-15%	nt	0%	0%	0%	0%	4%	19%	0%	7	-6%
CCOC(=O)c1c(-c2ccc(OC)cc2)oc2cc(Br)c(O)cc12	?	31%[activator]	-1%	-14%	12%	6%	nt	-17%	-5%	4	?
Cc1cc2nc(-c3ccc(SCc4ccccc4C#N)nc3)[nH]c2cc1C	?	?	22%	?	13%	9.5µM*	-4%	36%	?	7	-10%[0.365 µM]
CC(C)C(C)NC(=O)CN1C(=O)NC2(CCCCCC2)C1=O (centres undefined)	5%	2%	-5%	-10%	5%	2%	0%	0%	-6%	-9	3%
Cc1nc(-c2cn[nH]c2)c2cc(C)oc2n1	-3%	-19%	1%	1%	3%	7%	8%	0%	0%	11	2%
Cc1ccc2nc(SCC(=O)N3CCCC3)nc(=O)n2c1	nt	nt	-2%	24%	-9%	2%	nt	nt	-6%	-7	nt

(further entries)
SMILES	Menin MLL FP TR	MBNL1-CUG inh	NPC1 prom act	ELG1 DNA repair	Mito fusion yeast	FLuc modulator	PKM2 act	RORg inh	Rab9 promoter act	KCNH2 3.1 block	Gal4-VP16 FLuc
Cc1cccc(NS(=O)(=O)c2ccc(C(=O)NCCCN3CCOCC3)cc2)c1C	nt	?	-5%	-2%	4%	1%	nt	4%	-6%	-7	-2%
CC(=O)Oc1ccc(S(=O)(=O)c2ccc(OC(C)=O)cc2)cc1	7%	-13%	1%	2%	4%	-8%	14µM*	6%	-7%	-7	5%[10 µM]
O=C(C1CC1)N1CCN=C1SCc1cccc(C(F)(F)F)c1	-1%	6%	0%	2%	4%	4%	-1%	7%	0%	-11	-6%
COc1ccc(CCNC(=O)CSc2ccc(-c3cccs3)nn2)cc1	-15%	20%	-6%	-5%	8%	5%	6%	-1%	2%	6	-2%
O=C(Nc1cccc(Cl)c1)NC1CC2CCC(C1)N2Cc1cccs1 (centres undefined)	-3%	-3%	-3%	3%	-5%	3%	7%	?	-7%	-22	-4%
CCOC(=O)C(C(=O)OCC)C1CCS(=O)(=O)C1 (centres undefined)	9%	-6%	0%	0%	0%	-2%	-1%	16%	2%	-3	-2%
CC1CC(C)(C)CC2(C1)NC(=O)N(CC(=O)NCC(c1ccco1)N1CCCCC1)C2=O (centres undefined)	-12%	-2%	-1%	8%	-2%	2%	-3%	-28%	-1%	5	1%
Cc1nc2c(C)cccc2c2c1CCN2c1ccccc1F	nt	22%	-9%	-17%	11%	2%	0%	-2%	-20%	3	4%
C/C(CC(=O)Nc1cc(C)ccn1)=N\NC(=O)c1ccc(C(C)(C)C)cc1	-5%	1%	0%	0%	7%	11µM*	7%	11µM*	9%	-20	-16%
COc1ccc([C@H]2CC(=O)C=C(c3ccc(Cl)c(C(F)(F)F)c3)C2)cc1	nt	nt	8%	6%	?	3%	nt	nt	-2%	10	nt
NC(=O)C1CCN(C(=O)CCSCc2ccccc2)CC1	2%	-7%	12%	?	-8%	-3%	-6%	nt	7%	-30	nt
CCCCC(=O)Nc1ccc(C(=O)Nc2ccc3c(c2)OCO3)cc1	0%	-3%	24%	5%	-3%	1%	-1%	0%	9%	-11	-6%
CCOC(=O)CN(C(=O)CNC(=O)c1ccco1)C(C(=O)NC1CCCCC1)c1cccc(OC)c1 (centres undefined)	-15%	2%	0%	?	1%	1%	-6%	2%	-2%	19	-5%
COCCN(C(=O)COC(=O)CCOc1ccccc1)c1c(N)n(Cc2ccccc2)c(=O)[nH]c1=O	nt	nt	-1%	11%	-4%	-3%	nt	nt	-2%	7	nt
COc1cccc(N2CCN(c3ccc4nnc(CCC(=O)N5CCC(C)CC5)n4n3)CC2)c1	-12%	4%	-3%	-20%	0%	8%	nt	0%	0%	-4	3%
COc1ccc(NS(=O)(=O)c2ccc(F)c(F)c2F)cc1S(=O)(=O)N1CCOCC1	nt	nt	0%	2%	1%	1%	nt	nt	-4%	0	nt
COc1cc(NC(=O)[C@H]2CSCN2C(=O)[C@@H]2CCC(=O)N2)cc(OC)c1OC	nt	-5%	2%	13%	-1%	-1%	nt	-28%	-1%	13	-3%
Cc1ccccc1OCCN1CCCC1	1%	1%	-5%	-12%	0%	0%	0%	nt	2%	-11	nt
COc1c(C)cc(Br)cc1C(=O)Nc1ccc(C)cc1[N+](=O)[O-]	-7%	0%	-2%	?	-3%	-1%	-6%	-3%	-9%	-23	1%
O=C(O)Cn1c2c(c3ccccc31)CSc1ccc(Cl)cc1-2	?	13%	-2%	?	-1%	?	nt	-1%	2%	4	-12%
CCO[C@H]1OC(C(N)=O)=C[C@@H](c2ccccc2)[C@@H]1CCCO	-16%	-10%	-4%	-9%	1%	0%	3%	0%	1%	8	-4%
CCCCN(CCCC)C(=O)CCS(=O)(=O)c1ccc2c(c1)n(C)c(=O)c(=O)n2C	11%	6%	0%	-21%	-8%	5%	-3%	26%	-4%	-2	2%
O=C(CCS(=O)(=O)Cc1ccc(Cl)cc1)NCCc1ccccc1	?	-7%	13%	17%	14%	-5%	-17%	38%	-2%	17	-10%

Not all compounds are listed, so the mix of outcomes need not match the whole.
